From PubChem BioAssay
ATXN2 expr inh: Primary qHTS for Inhibitors of ATXN expression; hit rate 0.72% among 360,000; Potency, µM (doses to about 57 µM), without a hit: at the top dose activity change, negative = inhibition, usual class: inhibitors; HEK-293 ATXN2-luciferase reporter, luminescence, 24 h; also: potency is read from the fitted curve at half-maximal effect; % is scaled to controls: 0 for no effect and ±100 for the full control effect; nearly all actives have a fitted effect of over 55% in size
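qHTS (up to 57 uM final) was run with 24 h compound exposure of reporter cells at 37 °C. Each well was multiplexed: SteadyGlo luminescence measured ATXN2-luciferase expression after a fluorogenic Gly-Phe-AFC viability readout (25 uM final).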
IL1B secr inh: qHTS for Inhibitors of Inflammasome Signaling: IL-1-beta AlphaLISA Primary Screen; hit rate 4.7% among 360,000; AID 743279, 2014; THP-1 LPS/ATP IL-1B secretion, AlphaLISA, 16 h; stronger effect = lower value; activity change, % at 57.5 µM; in the data active = activity change below about -50%; inconclusive = mostly about -30% to -49%; also: % is scaled to controls: 0 for no effect and ±100 for the full control effect
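Secreted IL-1B measured by AlphaLISA bead assay after 16 h compound exposure of THP-1 cells; compounds (final up to 57.5 uM) added 1 h before LPS (250 ng/mL) and ATP (1.25 mM) stimulation; lower signal means less secretion.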
HepG2 viability: qHTS for Inhibitors of TGF-b: Cytotox Counterscreen; HepG2 CAGA-GFP viability, ATP luminescence, 18 h; hit rate 0.76% among 410,000; Potency, µM (top dose mostly 46.1 µM), without a hit: at the highest dose activity change, negative = cytotoxicity, actives largely listed as cytotoxic; AID 588856, 2011; also: potency is read from the fitted curve at half-maximal effect; some results filed as inactive show a strong effect at the top dose
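HepG2 CAGA-GFP cells (1000/well, DMEM with 1% FBS) received compound, then TGF-beta at 500 pg/mL final, and were incubated 18 hours at 37 degrees C. Viability was read by CellTiter-Glo luminescence. Media-only wells were set as complete cell-killing and DMSO as no toxicity.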
MCF10A rerep: A quantitative high throughput screen for small molecules that induce DNA re-replication in MCF 10a normal breast cells; MCF 10A DNA re-replication, Hoechst nuclear intensity, 48 h; Potency, µM (series often up to 46.1 µM), inactives show top-dose activity, positive = re-replication, usual class: activators; hit rate 2.9% among 350,000; also: potency is read from the fitted curve at half-maximal effect; % of control where 0% means no effect; nearly all actives have a fitted effect of over 50% in size
Nrf2 ARE act: qHTS of Nrf2 Activators | AREc32 ARE-luciferase reporter (MCF7-derived line), luminescence, 24 h | Potency, µM (doses to about 46.1 µM), for inactives: at the highest dose activation, most hits filed as activators | hit rate 0.31% among 410,000 | AID 624171, 2012; also: potency is read from the fitted curve at half-maximal effect; % of control where 0% means no effect; nearly all actives have a fitted effect of over 65% in size
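Quantitative high-throughput format: AREc32 reporter cells, 1000 per well, received compound by pin transfer and were incubated 24 hr at 37 deg C, 5% CO2, before Steady-Glo luminescence detection.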
A549 tox: Nrf2 qHTS screen for inhibitors: counterscreen for cytotoxicity; A549 ARE-Fluc cells, CellTiter-Fluor viability, 18-24 h; Potency, µM (doses to about 46 µM), inactives show top-dose activity change, negative = cytotoxicity, usual class: inhibitors; hit rate 0.16% among 390,000; AID 504648, 2011; also: potency is read from the fitted curve at half-maximal effect; % is scaled to controls: 0 for no effect and ±100 for the full control effect
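A549 ARE-Fluc cells in 5% FBS OPTI-MEM, 5000 cells/well, rested 2 h then exposed to compounds in concentration-response for 18-24 h at 37 °C. Viability by CellTiter-Fluor fluorescence (Ex 405/Em 525) after 30 min; luciferase luminescence (BugLite, 15 min, RT) read afterwards.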
Nrf2 inh: Nrf2 qHTS screen for inhibitors; A549 ARE-Fluc reporter, luciferase luminescence, 18-24 h; Potency, µM (series often up to 46 µM), for inactives: top-dose activity change, negative = inhibition, usual class: inhibitors; hit rate 2.1% among 360,000; AID 504444, 2011; also: potency is read from the fitted curve at half-maximal effect; % is scaled to controls: 0 for no effect and ±100 for the full control effect; nearly all actives have a fitted effect of over 60% in size
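Nrf2 function is reported as luminescence of an ARE-controlled luciferase in A549 cells. Compounds were tested at several concentrations, and a CellTiter-Fluor read on the same wells flagged cytotoxicity.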
S2 tox: Viability Counterscreen for Primary qHTS for Inhibitors of ATXN expression; S2 cells (HEK-293 line with an ATXN2-luciferase reporter) viability, CellTiter-Fluor protease fluorescence, 24 h; Potency, µM (series often up to 56.7 µM), hits mostly cytotoxic; hit rate 0.49% among 400,000; AID 651635, 2014; also: potency is read from the fitted curve at half-maximal effect; nearly all actives have a fitted effect of over 40% in size
TGFb SMAD3 inh: qHTS for Inhibitors of TGF-b; AID 588855, 2011; Potency, µM (doses to about 46.1 µM), inactives show at the top dose activity, negative = inhibition, hits mostly inhibitors; HepG2 CAGA-GFP TGF-b/SMAD3 reporter, GFP fluorescence, 18 h; TGF-beta stimulated, 500 pg/mL final; hit rate 1.2% among 410,000; also: potency is read from the fitted curve at half-maximal effect; % is scaled to controls: 0 for no effect and ±100 for the full control effect; nearly all actives have a fitted effect of over 65% in size
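First, reporter cells (HEPG2 CAGA-GFP) rested 2 h at 37 degrees C. Next, compounds were pinned in and TGF-beta added to 500 pg/mL final. After 18 h, GFP was imaged per cell and summed per well.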
* marks the source's active call; other numbers are inactive results; i = inactive; ? = inconclusive; . = not tested or not shown; & = joins results of further samples; [ ] = remark or other dose. Unless noted, calls follow the shape of the dose curve; as a rule, active = well fitted curve in the direction sought with a large enough effect; inconclusive = small, poorly fitted or top-dose-only effect, or another doubt; inactive = no such curve, though single readings can be large; an effect the other way counts as inactive or inconclusive. Rows are unselected (roughly 8.8% active in at least one column).

Molecule,Nrf2 ARE act,S2 tox,TGFb SMAD3 inh,ATXN2 expr inh,HepG2 viability,MCF10A rerep,A549 tox,Nrf2 inh,IL1B secr inh
CCOC(=O)c1c(NC(=O)c2ccc(S(=O)(=O)N3CCOCC3)cc2)sc2c1CCN(C)C2,2.1%,i,5%,-14%,-39%,?,-15%,4%,-4
CC(C)(C)NC(=O)NCC1CCCC1NC(=O)NC(C)(C)C (stereo not given),-0.6%,i,-3%,.,-17%,-4%,1%,0%,-7
CC1CCCC(NC(=O)COC(=O)c2c[nH]c(=O)[nH]c2=O)C1C (stereo not given),-0.4%,i,-4%,3%,-1%,0%,5%,1%,-2
COc1ccc(C(=O)Nc2cc(C)c(O)c(-c3nc4ccccc4s3)c2)cc1OC,-1.0%,i,19%,1%,2%,.,0%,20%,.
CCCCn1nc(C(=O)Nc2ccc(-n3cnnn3)cc2)c2ccccc2c1=O,-0.2%,i,23%,1%,-6%,0%,-4%,-2%,-21
COc1ccc(S(=O)(=O)N2CCCCCC2)cc1C(=O)N1CCCC(C(F)(F)F)C1 (stereo not given),-0.7%,i,0%,-4%,-5%,0%,-2%,-6%,18
COc1cccc(NC(=O)CCN2CCOCC2)c1,-0.7%,i,-18%,2%,2%,-2%,4%,3%,-1
COc1ccccc1NC(=O)Cn1cnc2sc(C)c(S(=O)(=O)N3CCCCC3)c2c1=O,-0.6%,i,1%,3%,2%,-2%,-16%,-11%,6
COc1ccc(CCNC(=O)C(=O)NCC2CCCN2S(=O)(=O)c2cccs2)cc1 (stereo not given),-0.7%,i,7%,-4%,-1%,1%,1%,?,-11
O=C(NCc1cccc(F)c1)c1cccc(OC2CCN(C(=O)C3CC3)CC2)c1,-1.4%,i,-16%,-17%,4%,5%,-3%,23µM*,0
COC(=O)Cn1c(=O)c(C)nc2ccccc21,-0.6%,i,2%,5%,17%,-5%,6%,-2%,11
CC1(C(=O)NS(=O)(=O)c2ccc(Cl)cc2)CCN1C(=O)c1ccccc1CCc1ccccc1 (stereo not given),-0.4%[9.22 µM],i,12%,-1%,0%,.,.,.,-3
CCOc1ccc(N(CC(=O)Nc2ccccc2OC)S(C)(=O)=O)cc1,-0.9%,?,-3%,.,-1%,?,1%,5%,8
COc1ccc(OCc2cc(C(=O)N3CCCC3)no2)c2ccccc12,8.1%,i,-5%,8%,-38%,?,16%,?,0
CCOC(=O)C1(Cc2cccc(OC)c2)CCCN(S(=O)(=O)N(C)C)C1 (stereo not given),0.0%,i,-6%,-2%,3%,9%,-3%,-10%,33
C=CCNC(=O)c1cc(-c2ccc(Br)cc2)on1,-0.6%,i,0%,6%,-12%,1%,-1%,10%,-27
CC(C)Oc1ccc(C(=O)Nc2c3c(nn2C(C)(C)C)CS(=O)(=O)C3)cc1,-0.6%,i,-16%,1%,-5%,2%,-3%,6%,-16
COC(=O)CN(C#N)c1nc(NC(C)C)nc(OC)n1,0.0%,i,-28%,-14%,-6%,1%,1%,-16%,0
O=C1N=NC(=O)N1c1ccccc1,3.8%,i,0%,9%,-15%,-2%,-9%,0%,16
Cc1noc(C)c1COc1ccccc1C(=O)N(C)CC(=O)Nc1ccc(Cl)c(Cl)c1,4.8%,i,4%,-3%,-2%,13%,?,?,-16
Cc1ccccc1NC(=O)NCc1cccnc1,-0.4%,i,0%,3%,-19%,-1%,8%,1%,8
CCCOC(=O)Nc1nc2ccccc2o1,3.1%,i,-3%,1%,-17%,-1%,1%,18%,18
CC1(C)CC(N=c2cc(-c3ccccc3)oc3ccc(Cl)cc23)CC(C)(C)N1,-2.8%,i,?,1%[11.3 µM],16µM*,?,-13%,-13%,-102*
Cc1nn(C(C)C(=O)NC2CCCCCC2)c(=O)c2nn(-c3ccccc3)c(C)c12 (stereo not given),-0.5%,i,9%,3%,-11%,2%,-2%,?,44
O=C(NCCCN1CCOCC1)c1cc(S(=O)(=O)N2CCOCC2)ccc1Cl,-0.3%,i,1%,2%,5%,3%,6%,2%,0
N#Cc1nc(-c2cccs2)oc1NCCN1CCOCC1,-0.2%,i,-3%,6%,-5%,8%,0%,12%,23
CCOc1ccc(CCNC(=O)CN2CCN(Cc3ccc(F)cc3)C2=O)cc1OCC,3.2%,i,?,-4%,-6%,5%,6%,-7%,8
CC(C)C1Oc2ccccc2N(CC(=O)N(Cc2ccncc2)Cc2ccco2)C1=O (stereo not given),0.0%,i,-5%,-14%,-34%,-1%,-1%,4%,?
COc1ccc(C(CCN(Cc2ccc(OC)c(OC)c2)C(C)=O)C(C)C)cc1 (stereo not given),2.6%,i,-27%,-13%,-26%,13%,-4%,?,7
COc1ccc2c(c1)-c1nc(NC(=O)c3cc(OC)c(OC)c(OC)c3)sc1CC2,-0.2%,.,-3%,.,-4%,.,-7%,?,.
Cc1ccc(NC(=O)C2CCCN2S(=O)(=O)c2ccc3c(c2)n(C)c(=O)c(=O)n3C)cc1 (stereo not given),0.6%&-1.2%,i,-11%&-12%,0%&-2%,8%&-11%,-2%,2%&-1%,8%&11%,-11
O=c1oc2ccccc2c(NC2CCCCC2)c1NS(=O)(=O)c1ccc(Cl)cc1,3.7%,?,?,.,-31%,7%,-6%,-5%,-5
CC(C)Cc1cc(C(=O)N2CCCC(C(=O)c3cc(F)ccc3F)C2)no1 (stereo not given),0.4%,i,-2%,-9%,-7%,1%,-11%,-11%,20
S=c1[nH]nc(CSCc2ccccc2Cl)n1C1CCCCC1,1.4%,i,-4%,-11%,-20%,?,6%,-3%,-10
COc1ccc(-c2cc(=O)oc3cc(OCC(=O)NCCN4CCOCC4)ccc23)cc1,-0.2%,i,10%,-8%,11%,-1%,0%,?,-16
Cc1ccc(C(O)c2ncc(-c3ccccc3C(F)(F)F)[nH]2)cc1F (stereo not given),0.5%,i,-19%,-11%,-8%,.,.,.,45

One compound at a time, from the list above:
COC(=O)CN(C#N)c1nc(NC(C)C)nc(OC)n1 is entered as Nrf2 ARE act: 0.0%; S2 tox: i; TGFb SMAD3 inh: -28%; ATXN2 expr inh: -14%; HepG2 viability: -6%; MCF10A rerep: 1%; A549 tox: 1%; Nrf2 inh: -16%; IL1B secr inh: 0
CC(C)Cc1cc(C(=O)N2CCCC(C(=O)c3cc(F)ccc3F)C2)no1 (stereo not given) is entered as Nrf2 ARE act: 0.4%; S2 tox: i; TGFb SMAD3 inh: -2%; ATXN2 expr inh: -9%; HepG2 viability: -7%; MCF10A rerep: 1%; A549 tox: -11%; Nrf2 inh: -11%; IL1B secr inh: 20
COc1ccc(C(CCN(Cc2ccc(OC)c(OC)c2)C(C)=O)C(C)C)cc1 (stereo not given) is entered as Nrf2 ARE act: 2.6%; S2 tox: i; TGFb SMAD3 inh: -27%; ATXN2 expr inh: -13%; HepG2 viability: -26%; MCF10A rerep: 13%; A549 tox: -4%; Nrf2 inh: ?; IL1B secr inh: 7

Next part:
Molecule,Nrf2 ARE act,S2 tox,TGFb SMAD3 inh,ATXN2 expr inh,HepG2 viability,MCF10A rerep,A549 tox,Nrf2 inh,IL1B secr inh
Cc1cc(S(=O)(=O)NCc2ccc3c(c2)OCO3)ccc1F,2.5%,i,-30%,.,-10%,4%,10%,3%,13
COc1cc(C2C(C#N)=C(N)Oc3cc(O)ccc32)cc2c1OCO2 (stereo not given),0.4%,i,-1%,7%,-26%,?,-23%,-23%,41
O=C(/C=C/c1ccc(OCCCF)cc1)Nc1ccnc(-c2cccnc2)n1,-0.3%,i,-3%,-23%[11.3 µM],-12%,0%,-7%,?,-2
Cc1cccc(C)c1OCc1cc(C(=O)N2CCC(C3CCCCC3)C2)no1 (stereo not given),2.8%,i,-3%,62%[activator],-12%,?,16%,?,-21
Nc1nc(Cl)c(C=O)c(N2CCCCC2)n1,10%,i,7%,-1%,0%,?,0%,-3%,-95*
Cc1ccc(NC(=O)CNc2cccc(Br)c2)cc1S(=O)(=O)N1CCOCC1,-0.5%,i,?,?,-21%,3%,?,21µM*,-52*
CCOC1=C2[C@@H](CN(S(=O)(=O)c3ccc(C)cc3)[C@H]2c2ccccc2F)[C@H]2C(=O)NC(=O)[C@H]2C1,0.2%,?,-7%,-20%,-36%,.,.,.,8

Some values from the results shown.
`COc1cc(C2C(C#N)=C(N)Oc3cc(O)ccc32)cc2c1OCO2` (stereo not given) in Nrf2 inh → -23%
`CC(C)C1Oc2ccccc2N(CC(=O)N(Cc2ccncc2)Cc2ccco2)C1=O` (stereo not given) in TGFb SMAD3 inh → -5%
